Screens from PubChem.
TexasRed autofl: compound fluoresces in the Texas Red spectral region; Compound fluorescence, Texas Red channel, 547/618 nm; active compounds read high; max dye-equivalent concentration, M; actives 0.06% (n = 59,000); AID 587; in the data active = max dye-equivalent concentration above about 10 nM; inconclusive = between about 1.1 nM and that limit
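Compound fluorescence was read after 15 min at room temperature in 100 mM Tris, pH 8.0, using 547 nm excitation and 618 nm emission across a concentration series. It was expressed as Texas Red dye-equivalent concentration from an on-plate standard curve.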
BRCT PPI green: BRCA1 BRCT-phosphoprotein interaction inhibition; AID 875; Potency, µM (titrated, usually from 76.9 µM), inactives show at the top dose activity change, negative = inhibition, usual class: inhibitors; P38398; BRCA1 BRCT-phosphopeptide binding, green fluorescence polarization; actives 0.05% (n = 75,000);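 also: potency is read from the fitted curve at half-maximal effect; plate controls were peptide without protein for full effect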
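Compounds were incubated for 12 min at room temperature with a complex of 100 nM fluorescein-tagged pBACH1 decapeptide and 250 nM His-tagged BRCT protein. Buffer was phosphate pH 7.3 with EDTA, DTT and Tween 20. Disruption of binding lowers the polarization signal.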
4-MU autofl: compounds fluorescent in 4-MU spectral region. compound autofluorescence, 340/450 nm, 4-MU equivalents; active compounds read high. max dye-equivalent concentration, M. actives 11% (n = 59,000). AID 589; in the data active = max dye-equivalent concentration above about 10 nM; inconclusive = mostly about 1.1 nM to 9.6 nM
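Compounds in 100 mM Tris, pH 8.0, incubated 15 min at room temperature, then fluorescence read at 340 nm excitation/450 nm emission. Signal converted to 4-MU dye-equivalent concentration using an on-plate six-point 4-MU standard curve.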
USP2a inhib: USP2a (human) protease inhibition | USP2a enzymatic assay, qHTS inhibition | Potency, µM (doses to about 38.3 µM), inactives show at the highest dose activity change, negative = inhibition, usual class: inhibitors | actives 0.1% (n = 60,000) | O75604 | AID 927;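 also: potency is read from the fitted curve at half-maximal effect; nearly all actives have a fitted effect of over 60% in size; plate controls were DMSO for no effect and NEM full inhibition control for full effect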
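USP2 core (20nM final) preincubated 30 min RT with compound, then Ub-PLA2 20nM and NBD C6-HPC 20uM final added; buffer 20mM Tris-HCl pH 8.0, 2mM CaCl2. Fluorescence Ex 460/Em 535 read at 0 and 2.5 h; normalized to NEM.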
HEK293 cAMP ctrl: raises cAMP in parental HEK293 cells, TSHR agonist counter-screen; parental HEK293 CNG cAMP sensor, membrane potential fluorescence; Potency, µM (doses to about 57.1 µM), inactives show at the top dose activation, most hits filed as activators; actives 2.5% (n = 73,000); also: potency is read from the fitted curve at half-maximal effect; % of control where 0% means no effect; nearly all actives have a fitted effect of over 55% in size
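Parental HEK 293 cells stably expressing a modified CNG channel (no TSHR) report cAMP rise as membrane depolarization. Membrane potential dye with 100 uM RO 20-1724 was loaded for 60 min at room temperature, then compound added for 30 min; fluorescence read at 590 nm.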
Rhodamine autofl: rhodamine region autofluorescence; Rhodamine-region fluorescence, 547/598 nm, Tris buffer; active compounds read high; max dye-equivalent concentration, M; actives 0.05% (n = 59,000); in the data active = max dye-equivalent concentration above about 11 nM; inconclusive = between about 1.1 nM and that limit
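Compound fluorescence in 100 mM Tris, pH 8.0, read after 15 min at room temperature with 547 nm excitation and 598 nm emission. Output is dye-equivalent concentration from an on-plate rhodamine standard series.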
Caspase-1 inhib: caspase-1 (human) inhibition, allosteric or competitive | Caspase-1 enzyme, Ac-WEHD-AFC fluorogenic rate | P29466 | AID 900 | Potency, µM (highest dose often 57.5 µM), inactives show at the top dose activity change, negative = inhibition, actives largely listed as inhibitors | actives 0.03% (n = 75,000);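 also: potency is read from the fitted curve at half-maximal effect; plate controls were vehicle for no effect and no substrate for full effect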
Target sequence (P29466 120-297 limits assumed): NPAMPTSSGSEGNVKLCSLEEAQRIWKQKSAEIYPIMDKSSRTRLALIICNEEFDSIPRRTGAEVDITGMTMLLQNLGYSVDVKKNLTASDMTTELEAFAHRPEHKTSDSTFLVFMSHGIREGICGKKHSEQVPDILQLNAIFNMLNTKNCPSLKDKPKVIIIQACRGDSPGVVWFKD
Target sequence (P29466 317-404 limits assumed): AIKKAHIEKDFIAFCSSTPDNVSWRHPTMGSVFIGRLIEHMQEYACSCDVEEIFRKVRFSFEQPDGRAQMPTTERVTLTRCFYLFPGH
A350 autofl: A350 region autofluorescence. Compound autofluorescence, 340/450 nm, Alexa 350 dye-equivalents; active compounds read high. max dye-equivalent concentration, M. actives 11% (n = 59,000); in the data active = max dye-equivalent concentration above about 10 nM; inconclusive = mostly about 1.1 nM to 9.6 nM
Fluorescein fluor: compound autofluorescence in fluorescein spectral region. Compound autofluorescence, 480/540 nm, fluorescein-equivalent; active compounds read high. max fluorescein-equivalent concentration, M. actives 0.91% (n = 59,000); in the data active = max fluorescein-equivalent concentration above about 10 nM; inconclusive = between about 1.1 nM and that limit
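Read-out is intrinsic compound fluorescence at 480/540 nm (excitation/emission), expressed as dye-equivalent concentration using a fluorescein standard series run on every plate. Compounds sat 15 min at room temperature in 100 mM Tris, pH 8.0.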
BRCT inh red: BRCT-phosphoprotein interaction inhibition (red fluorophore). P38398. BRCT-phosphopeptide binding, red fluorescence polarization. Potency, µM (top dose mostly 76.9 µM), inactives show at the highest dose activity change, negative = inhibition, hits mostly inhibitors. actives 0.03% (n = 75,000). AID 892; also: % is scaled to controls: 0 for no effect and ±100 for the full control effect
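Fluorescence polarization: 100 nM His-tagged BRCA1 BRCT with 100 nM TAMRA-labelled phospho-BACH1 decapeptide, phosphate buffer pH 7.3 with 150 mM NaCl, DTT, 0.01% Tween 20; 12 min RT. Binding inhibition seen as FP decrease.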
Caspase-7 inhib: blocks human caspase-7 allosterically or competitively. P55210. recombinant caspase-7, Ac-DEVD-AFC fluorescence rate. Potency, µM (doses to about 57.5 µM), inactives show at the top dose activity change, negative = inhibition, hits mostly inhibitors. actives 0.02% (n = 75,000). AID 889; active = well fitted inhibition curve with a large enough effect in the main read-out, with a control signal flat, not every such curve was filed as active; inconclusive = small, poorly fitted or top-dose-only effect, or a change in a side signal; also: potency is read from the fitted curve at half-maximal effect; % of control where 0% means no effect
Target sequence (P55210 24-198 limits assumed): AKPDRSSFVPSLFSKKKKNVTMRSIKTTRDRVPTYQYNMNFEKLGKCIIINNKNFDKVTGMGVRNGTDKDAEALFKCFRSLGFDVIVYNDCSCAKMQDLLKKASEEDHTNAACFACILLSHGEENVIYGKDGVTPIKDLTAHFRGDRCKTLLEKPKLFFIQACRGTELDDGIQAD
Target sequence (P55210 207-303 limits assumed): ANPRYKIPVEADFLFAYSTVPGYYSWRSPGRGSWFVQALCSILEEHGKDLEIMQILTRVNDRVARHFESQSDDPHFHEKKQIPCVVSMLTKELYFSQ
Numbers without * were called inactive; i = inactive; u = inconclusive; x = not tested or not shown; & = joins results of further samples; [ ] = remark or other dose. Unless noted, calls follow the shape of the dose curve; as a rule, active = well fitted curve in the direction sought with a large enough effect; inconclusive = small, poorly fitted or top-dose-only effect, or another doubt; inactive = no such curve, though single readings can be large; an effect the other way counts as inactive or inconclusive. Not all compounds are listed; count on the stated rates, not on these rows.

The line under a structure holds: TexasRed autofl | BRCT PPI green | 4-MU autofl | USP2a inhib | HEK293 cAMP ctrl | Rhodamine autofl | Caspase-1 inhib | A350 autofl | Fluorescein fluor | BRCT inh red | Caspase-7 inhib
Cc1ccc(-c2nnnn2CS(=O)(=O)c2ccccc2)cc1
 : i | -2.1% | i | -2.2% | 4.0% | i | -1.6% | i | u | 0.1% | -0.3%
O=c1oc2ccccc2c(O)c1CN1CCCCC1
 : i | -2.9% | i | -7.0% | u | i | -1.6% | i | i | -2.2% | -0.4%
Clc1ccc(OCc2nn3c(-c4ccccc4)nnc3s2)c(Cl)c1
 : i | 0.1% | i | 42.4%[activator] | u | i | 3.5% | i | u | 0.6% | -3.5%
CCN1C(=O)[C@H]2[C@@H]3[C@H](O)[C@H](O)CC(=O)[C@H]3CC[C@H]2C1=O
 : x | -1.3%&-3.7%[15.4 µM] | x | x | -3.7%&2.3%[11.4 µM] | x | -2.9%&-1.2%[11.5 µM] | x | x | -1.1%&0.2%[15.4 µM] | 0.5%&0.8%[11.5 µM]
Cc1ccc(-n2c3c(cc(C(=O)Nc4cccc(C)n4)c2=O)C(=O)CCC3)cc1
 : i | -0.3% | i | -2.2% | 4.1% | i | -0.5% | u | i | 0.4% | 2.2%
O=C(O)CSc1ncn[nH]1
 : i | 1.1% | u | -5.5% | 5.4% | i | 2.1% | u | u | -2.0% | 0.5%[0.00368 µM]
CC(=NCCCNC1CCCCC1)C1=C(O)CC(C)(C)CC1=O
 : x | -0.5% | x | 2.5% | 14.2% | x | -2.6% | x | x | 0.1% | -0.3%
CCc1ccccc1N(C(=O)c1cccs1)C1C=CS(=O)(=O)C1 (stereo unspecified)
 : i | 0.3% | i | -0.3% | 16.0% | i | -1.0% | i | i | -0.5% | 1.4%
Cc1cc(NC(=O)Nc2ccc(F)c(Cl)c2)no1
 : u | 2.1% | i | -2.5% | 2.0% | i | 0.0% | u | i | 0.5% | 2.4%
CCOC(=O)CNC(=O)c1cn(C)c(=O)c2cc(OC)c(OC)cc12
 : i | -0.3% | i | -12.7% | 19.9% | i | 0.6% | i | i | 1.1% | -1.2%
Cc1ccccc1NC(=O)CSc1nnc(-c2ccoc2C)n1CCc1ccccc1
 : i | 4.4% | i | 15.7% | 24.6% | i | -2.1% | i | u | -2.1% | -0.2%
CN1CCN(c2ncncc2-c2ccoc2)CC1
 : i | 0.8% | i | -5.7% | 1.6% | i | -7.6% | i | u | -1.5% | -18.2%
Cc1ccc(NC(=O)c2ccco2)cc1C
 : x | -0.3% | x | -0.1% | 1.5% | x | -2.3% | x | x | 0.5% | -0.1%
COc1ccc(Cl)cc1NC(=O)C1CCCN(c2cc(C)nc3ncnn23)C1 (stereo unspecified)
 : i | 3.8% | i | 33.6%[activator] | u | i | 0.2% | i | i | -0.4% | 1.8%
CCc1nc(N[C@@H](Cc2c[nH]c3ccccc23)C(=O)O)c2oc3ccccc3c2n1
 : i | -1.8% | i | -12.2% | 10.1% | i | -6.7% | i | i | 0.2% | -7.8%
O=C1CC(c2cccc(Oc3ccccc3)c2)NC(=O)N1 (stereo unspecified)
 : u | -3.6% | i | 2.9% | 6.8% | i | 3.0% | i | u | -0.5% | -2.8%
C=CCn1c(COc2ccc(Cl)cc2)nnc1SCC(=O)NCC(=O)OCC
 : i | -3.2% | i | 4.6% | 3.3% | i | -0.3% | u | u | -0.9% | -1.3%
Cc1oc(-c2ccccc2)cc1C(=O)Nc1cccc(C(=O)O)c1
 : i | -0.3% | i | -1.0% | -2.1% | i | -0.5% | i | i | -1.7% | -3.9%
NS(=O)(=O)c1ccc(CNC(=O)C2CCCCC2)cc1
 : u | -3.2% | i | 13.1% | 8.4% | i | 2.6% | i | u | -0.5% | 1.1%
C1=CCC(/C=N/n2cnnc2)CC1 (stereo unspecified)
 : u | -0.1% | i | -8.4% | 6.1% | i | 1.3% | i | i | 2.7% | -0.8%
CCCCOc1ccccc1C(=O)NCCCCCC(=O)O
 : i | x | i | x | x | i | x | i | i | x | x
CCc1ccccc1S(=O)(=O)Cc1ccc(C(=O)NCC2CCCO2)o1 (stereo unspecified)
 : u | -1.5% | i | 8.6% | 6.0% | i | -2.2% | i | u | 0.9% | 0.4%
Cc1ccc(S(=O)(=O)NC(CC(=O)NCc2ccco2)c2ccco2)cc1 (stereo unspecified)
 : u | -2.6% | i | 1.0% | -0.5% | i | 1.8% | i | i | -0.6% | 0.3%
Cc1ccc(OCc2nnc(SCC(=O)N3CCOCC3)n2C)cc1
 : i | 0.4% | i | 3.7% | 3.0% | i | 2.9% | i | u | 1.6% | 0.7%
O=C(c1cnn(-c2ccccc2)c1-n1cccc1)N1CCN(C2CCCCC2)CC1
 : x | 1.7% | x | x | -3.0% | x | 2.0% | x | x | -4.6% | -2.6%
Cc1ccc(NC(=O)c2cc(-c3ccco3)on2)cc1
 : i | -3.4% | i | 23.6% | 10.0% | i | -0.9% | i | u | 0.5% | -1.4%
C=CCc1c(C)nc(SC)nc1Nc1ccc(C(C)=O)cc1
 : x | 10.3% | x | 17.2% | 10.9% | x | -5.9% | x | x | -5.6% | -2.9%
COCCn1c(-c2ccc(-c3ccccc3Cl)o2)nc2c1c(=O)[nH]c(=O)n2CC(C)C
 : i | 2.3% | 6.52e-07M* | 27.3% | 10.8% | i | -6.6% | 8.51e-07M* | i | 0.0% | -4.7%
CCCCn1c(=O)[nH]c(=O)c2c1nc(-c1ccncc1)n2CCOC
 : i | -0.9% | 1.41e-08M* | -0.2% | 2.1% | i | -0.7% | 1.5e-08M* | i | -1.2% | -1.3%
CCOC(=O)CNC(=O)CNC(=O)c1ccc(OCC(C)C)cc1
 : i | x | i | x | x | i | x | i | u | x | x
CN1CCN(CC#CC(C)(O)C2CC3C=CC2C3)CC1 (stereo unspecified)
 : u | 0.2% | i | u | -1.9% | i | -0.7% | i | i | 0.5% | -0.3%
Cc1[nH]c(=S)n(CC2CCCO2)c1C (stereo unspecified)
 : i | -1.6% | i | -8.5% | 14.6% | i | 0.7% | i | i | 0.1% | -0.2%
O=C1CCCc2c1nc(-c1ccco1)n2O
 : u | -2.7% | 1.27e-08M* | -10.7% | 4.0% | i | -2.9% | 1.59e-08M* | u | -0.2% | -1.3%
CCN1CCN(C(c2cccs2)C(C)NC(=O)c2ccccc2F)CC1 (stereo unspecified)
 : u | 1.3% | i | 3.3% | 14.2% | i | 0.2% | i | u | -3.4% | -3.0%
OCCCNC(c1ccccc1)c1ccc(O)cc1 (stereo unspecified)
 : i | -0.2% | i | -4.3% | 7.8% | i | -6.2% | i | i | -0.5% | -1.6%
O=C(Nc1cccc(Oc2ccc3c(c2)C(=O)NC3=O)c1)c1ccco1
 : i | -1.0% | i | 43.2%[activator] | 15.4% | i | 0.1% | i | i | 1.7% | -0.4%
CCCC(c1nnnn1Cc1ccc(OC)cc1)N1CCC(C(N)=O)CC1 (stereo unspecified)
 : u | -1.2% | i | 7.8% | 3.8% | i | 1.8% | i | u | 0.4% | -0.3%
COC(=O)c1ccccc1NS(=O)(=O)c1cn(C)c(=O)n(C)c1=O
 : x | -1.6% | x | x | 11.9% | x | 2.0% | x | x | -1.1% | 0.9%
C=CCn1c(CNC(=O)CCC)nc2ccccc21
 : u | -0.1% | i | 5.3% | -4.0% | i | -0.1% | i | i | -0.9% | 0.0%
Cn1c(=O)oc2cc(S(=O)(=O)NCCN3CCc4ccccc4C3)ccc21
 : x | -0.8% | x | x | 8.8% | x | -3.1% | x | x | -2.4% | 1.5%
Cc1ocnc1C(=O)Nc1ccc(Cl)cc1
 : u | 0.5% | 1.9e-08M* | 8.8% | 9.9% | i | -2.6% | 1.96e-08M* | i | -0.3% | -7.2%
COc1ccccc1Oc1nc2c(c(=O)n(Cc3ccccc3F)c(=O)n2C)n1C
 : i | -0.9% | i | 14.3% | u | i | -1.6% | i | i | -0.7% | -1.9%
COCCn1c(=O)c(-c2ccccc2)nc2cncnc21
 : i | -3.2% | i | -0.4% | 18.2% | i | -3.8% | u | i | 0.7% | -9.6%
CCOc1ccc(C2CC(=O)NC3=C2C(=O)CCC3)cc1Cl (stereo unspecified)
 : i | 4.3% | i | -1.2% | 7.3% | i | 1.1% | i | u | -1.9% | 0.2%
CCN(CC)C(=O)Nc1cnc2ccccc2c1
 : x | 2.9% | x | -3.5% | u | x | 0.7% | x | x | -3.1% | 1.1%
COc1ccc(OC)c(-c2cc(C(=O)Nc3c(C)n(C)n(-c4ccccc4)c3=O)no2)c1
 : i | 0.5% | i | 13.0% | 5.6% | i | 1.0% | i | i | 2.3% | -0.2%
COc1cc2c(cc1O)C(Cc1ccc(O)cc1)[N+](C)(C)CC2 (stereo unspecified)
 : x | 0.6%[3.08 µM] | x | 0.9% | x | x | 2.5% | x | x | -3.5% | -1.6%
CCN(CC)S(=O)(=O)c1ccc(NC2c3ccccc3C(=O)N2Cc2ccc3c(c2)OCO3)cc1 (stereo unspecified)
 : x | 3.4% | x | x | u | x | -2.8% | x | x | 0.8% | -1.2%
N[C@H](Cn1ccc(=O)c(O)c1)C(=O)O
 : i | -2.8% | i | -6.5%[17.1 µM] | 3.7% | i | 0.7% | u | u | -0.6% | -0.8%
